Compound activity as filed in PubChem BioAssay.
mHTT-CaM PPI inh: disrupts binding of mutant huntingtin to calmodulin. AlphaScreen His-mHTT/GST-CaM binding, luminescence. AID 1671202. 3.6% of 190,000 active. P42858. inhibition, % at 15 µM;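 further: 0% = both proteins with DMSO and 100% = one protein alone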
Pf apPOL inh: Pf-apPOL DNA polymerase inhibition. Recombinant Pf-apPOL, molecular beacon fluorescence, 1.5 h. inhibition, % at 10 µM. 0.25% of 210,000 active
The depositor's hits bear a star; / = not tested or not shown; & = joins results of further samples. No stated cut-off is given here; in the data, active means inhibition above about 50%; inactive means the rest.

mol	mHTT-CaM PPI inh	Pf apPOL inh
Cc1cc(C2CCCN2C(=O)c2cc(C3CCCCC3)no2)no1 (stereo not drawn)	-7	-5
CN(C)c1ncccc1C(=O)Nc1ccccc1	-5	-2
Cc1ccsc1C(=O)N1CCC(c2cc(N)on2)CC1	2	-6
O=C(COc1ccccc1)N1CCN(C(=O)c2ccc(F)cc2)CC1	1	0
Oc1ccc(-c2nnc(-c3ccc(O)cc3)nn2)cc1	21	-2
CCn1ccc2sc(C)c(C(=O)N3CCOCC3)c2c1=O	-3	-5
O=C(Nc1cccc(OC(F)(F)F)c1)c1cn2c(n1)CSCC2	3	-7
COc1ccc(OC)c(N2CCN(C(=O)c3ccc(Cl)cc3)C(C)C2=O)c1 (stereo not drawn)	6	-2
Cc1cc(S(=O)(=O)NC2CCCCNC2=O)c(C(F)(F)F)o1 (stereo not drawn)	/	-3
N#C/C(=C\c1ccc(F)cc1)c1nc(-c2ccc(Br)cc2)cs1	-20	-4
CCSc1nc2c(c(=O)n1-c1ccc(C)cc1)SCC2	0	0
O=C(NCC1CC1)c1cnc(-c2ccccc2)nc1N1CCSCC1	4	5
COc1ccc(C(=O)N2CCC3(CC2)NC(=O)N(Cc2cc(C)ccc2C)C3=O)cc1	25	-5
Cc1ccc(C2CC(C(F)(F)F)n3nc(CO)cc3N2)cc1 (stereo not drawn)	7	-4
Cc1ccc2c(c1)C(C1C(=O)CC(C)(C)CC1=O)c1ccccc1O2 (stereo not drawn)	3	-2
Cc1cc(Cl)ccc1Nc1ncnc2c1nc1n2CCCC1	-3	-1
COc1cccc(NC(=O)c2cc3c(s2)CN(C(C)C)C3)c1	-5	-1
COc1nn(C)cc1C(=O)NCCN1CCN(S(C)(=O)=O)CC1	-11	-3
COc1ccc(NC(=O)N2CCCC2c2c(C)noc2C)c(OC)c1 (stereo not drawn)	-8	-2
CC1=CCC2C(=O)N(c3ccc(I)cc3)C(=O)C2C1 (stereo not drawn)	/	-12
Cc1ccc(C(=O)N2CC3CC(NC(=O)c4cccnc4)C2C3)cn1 (stereo not drawn)	-2	-4
Cc1ccc(NC(=O)C2CCc3nc(N4CCN(C(=O)C(C)C)CC4)sc3C2)c(C)c1 (stereo not drawn)	9	-2
COc1ccc(NC(=O)c2sc3nc(-c4ccccc4)cn3c2C)cc1	3	-5
Cc1cccc(C)c1NC(=O)C1CCn2c(nc3ccccc32)C1 (stereo not drawn)	8	-3
Cc1ccc(S(=O)(=O)c2nc(-c3ccccc3Cl)oc2N(C)C)cc1	0	-4
C=CCn1c(=N)c(C(=O)NC2CCCCC2)cc2c(=O)n3ccccc3nc21	-3	-10
CC(=O)c1csc([N+](=O)[O-])c1	/	-5
CCc1cccc(C)c1NC(=O)CSc1nnc(-c2ccc(Cl)cc2Cl)n1C	5	-7
O=C(CCc1ccccc1)NCCN1CCN(c2ccc(Cl)cc2)CC1	-2	-12
CC1CN(C(=O)c2ccoc2)CC1c1nc(-c2ccncc2)no1 (stereo not drawn)	5	4
COc1cccc(NC(=O)Nc2nnc(Cc3ccccc3F)s2)c1	4	7
COc1ccc(N=C2NC(=O)/C(=C/c3ccc(N(C)C)cc3)S2)cc1	30	-2
CCOC(=O)c1ccc(NC(=O)C2CCN(c3ccncc3)CC2)cc1	-4	-3
O=c1cc(-c2ccccc2)nc2cc(-c3ccco3)[nH]n12	/	2&-4
O=C(c1ccc2nsnc2c1)N1CCN(C2c3ccccc3-c3ccccc32)CC1	/	5
CC1=C(C#N)c2nc(N)c(C#N)c(C)c2/C1=C/c1ccccc1[N+](=O)[O-]	16	-3
Oc1c(C(Nc2ccccn2)c2ccc(Br)cc2)ccc2cccnc12 (stereo not drawn)	94*	0
CC(C)CC(=O)N1CCN(C(=O)c2ccc(-c3ccccc3)cc2)CC1	13	2
O=[N+]([O-])c1ccc(C2NNC(=S)S2)cc1 (stereo not drawn)	-6	/
O=C(c1ccc(F)cc1)c1cccc2c1NCC2	-9	1
Cc1ccc(-n2c(SCC(=O)Nc3ccccc3Cl)nc3[nH]ncc3c2=O)cc1Cl	41	-4
CCC(C)NC(=O)C1CCN(c2nnc(-c3ccc(OC)cc3)o2)CC1 (stereo not drawn)	5	-3
Cc1cc2ccccc2n1CCNC(=O)C(C)(C)Oc1ccc(Cl)cc1	60*	-2
O=C(c1ccc2c(c1)C1C=CCC1C(c1cccc([N+](=O)[O-])c1)N2)N1CCCCC1 (stereo not drawn)	81*	-1
COc1ccc(CC(=O)NCc2cc(C)oc2C(F)(F)F)cc1OC	/	-12
CCc1ccccc1N=Cc1[nH]c2ccc(Br)c(Cl)c2c1O	18	-12
O=c1c(NCc2cc(F)cc(F)c2)nc2ccncc2n1Cc1ccccc1	-7	-1
O=C(Nc1ccccc1C(=O)NCc1ccco1)c1ccc(F)cc1	-2	24
CS(=O)(=O)Nc1cccc(NC(=O)CCC2NC(=O)c3ccccc3NC2=O)c1 (stereo not drawn)	-7	-6
O=C(Nc1ccn(Cc2ccc(F)cc2)n1)C1c2ccccc2Oc2ccccc21	-11	-9
OCCN1CCN(C2CCN(Cc3ccc(Cl)cc3)CC2)CC1	-4	-15
O=C(c1ccc(C(F)(F)F)cc1)N1CCc2nc(-c3ccc(F)cc3)ncc2C1	-7	1
CCOc1ccc(S(=O)(=O)N2CCSC2c2cc(OC)ccc2OC)cc1 (stereo not drawn)	5	1
Cc1csc(N=CN(C)C)c1C#N	/	-3
N#Cc1c(C(F)(F)F)cc(-c2cccs2)nc1SCC(=O)Nc1ccc(C(N)=O)cc1	-9	-3
Cc1ccc2ccc(C(Nc3ccccn3)c3ccccc3C)c(O)c2n1 (stereo not drawn)	68*	-33
COc1ccc(C2CCCN2C(=O)c2c(F)cccc2F)cc1 (stereo not drawn)	-1	-2
CCc1ccc(C(=O)Nc2cc(-n3cnnn3)ccc2Cl)cc1	3	-2
COc1ccc2c(c1)CCN(S(=O)(=O)C1CC1)C2	-16	-5
O=C1C(=Cc2ccco2)Oc2cc(OCC=Cc3ccccc3)ccc21	-3	0

Compounds shown so far containing two or more sulfur atoms:
mol	mHTT-CaM PPI inh	Pf apPOL inh
CCSc1nc2c(c(=O)n1-c1ccc(C)cc1)SCC2	0	0
O=[N+]([O-])c1ccc(C2NNC(=S)S2)cc1 (stereo not drawn)	-6	/
CCOc1ccc(S(=O)(=O)N2CCSC2c2cc(OC)ccc2OC)cc1 (stereo not drawn)	5	1
N#Cc1c(C(F)(F)F)cc(-c2cccs2)nc1SCC(=O)Nc1ccc(C(N)=O)cc1	-9	-3

Next section.
mol	mHTT-CaM PPI inh	Pf apPOL inh
O=C(NCCc1ccccc1)C1CCN(c2ccc(F)c(Cl)c2)C1=O (stereo not drawn)	0	1
COc1ccc(NC(=O)C2CC(=O)N(C)C(=Nc3cccc(Cl)c3)S2)cc1 (stereo not drawn)	11	-7
COc1ccc(/C=C/c2nc3ccccc3n2C)cc1	-1&-1	-10&-2
O=C(c1cccc(F)c1)N1CCCC1c1cccc(F)c1 (stereo not drawn)	-10	-4
O=C(CN1CCN(c2ccccn2)CC1)Nc1ccc2c(c1)OCCO2	-8	-4
COc1ccc(N(CC(=O)NC(C)c2ccccc2)S(=O)(=O)c2ccccc2)cc1 (stereo not drawn)	-2	-1
Cc1cc(C)n(-c2nn[nH]n2)n1	1	2
COc1ccccc1N=c1scc(-c2ccc(Cl)s2)n1C	46	-2
O=C(Nc1nc(-c2ccccn2)cs1)C1CCN(S(=O)(=O)c2cccs2)CC1	-1	-5
COc1ccc(C(=O)Nc2ccc(-n3nncc3-c3ccc(OC)c(OC)c3)cc2)cc1OC	25	-4
Cc1ccc(-c2csc3c(=O)n(Cc4cccnc4)cnc23)cc1	7	-21
COc1ccc(CNC(=O)c2cc3cc4ccc(C)cc4nc3s2)cc1	-3	-4

Record cards, from the list above:
Listed for COc1ccc(N(CC(=O)NC(C)c2ccccc2)S(=O)(=O)c2ccccc2)cc1 (stereo not drawn) = mHTT-CaM PPI inh = -2; Pf apPOL inh = -1
Listed for O=C(NCCc1ccccc1)C1CCN(c2ccc(F)c(Cl)c2)C1=O (stereo not drawn) = mHTT-CaM PPI inh = 0; Pf apPOL inh = 1

Later entries
mol	mHTT-CaM PPI inh	Pf apPOL inh
CCC(=O)N1CCc2cc(N3CC(C(=O)Nc4ccc(SC)cc4)CC3=O)ccc21 (stereo not drawn)	-6	-2
CC(=O)Nc1ccc(NC(=O)COc2c(C)cc(Cl)cc2Cl)cc1	5	-6
O=C(c1ccco1)N1CCN(c2ccc([N+](=O)[O-])c(N3CCOCC3)c2)CC1	6	-5
Nc1cc(=O)n(Cc2ccco2)c(=S)[nH]1	/	-3
Cc1noc(-c2ccc(=O)n(CC(C)C)n2)n1	-1	1
CCC(Sc1nc(N)cc(=O)[nH]1)C(=O)Nc1cc(C)on1 (stereo not drawn)	1	-3
CCc1ccccc1NC(=O)N1CCn2c(C)ccc2C1CC (stereo not drawn)	0	-3
NC(=O)C1CCN(C(=O)c2ccccc2N(Cc2ccccc2)S(=O)(=O)c2ccccc2)CC1	17	-8
Cc1cccnc1NS(=O)(=O)c1cc(Cl)ccc1Cl	-3	2
O=C(C=Cc1cc(-c2ccccc2)c(C(F)(F)F)s1)c1ccc(Cl)cc1	/	-23
Cc1cccc(C(C)C)c1NC(=O)c1ccc(Br)o1	-1	0
O=[N+]([O-])c1ccc(NC2CC(O)C(CO)O2)cc1 (stereo not drawn)	-7	/

A few values from the results shown.
Reading for `Nc1cc(=O)n(Cc2ccco2)c(=S)[nH]1` in Pf apPOL inh: -3
Reading for `O=[N+]([O-])c1ccc(NC2CC(O)C(CO)O2)cc1` (stereo not drawn) in mHTT-CaM PPI inh: -7
Reading for `Cc1noc(-c2ccc(=O)n(CC(C)C)n2)n1` in mHTT-CaM PPI inh: -1
Reading for `O=C(c1ccco1)N1CCN(c2ccc([N+](=O)[O-])c(N3CCOCC3)c2)CC1` in mHTT-CaM PPI inh: 6

More compounds follow:
mol	mHTT-CaM PPI inh	Pf apPOL inh
CCCC(=O)Nc1nc2n(n1)C(c1ccccc1)C=C(c1ccccc1)N2 (stereo not drawn)	44	1
Cc1ccc(-c2nc3cc(NC(=O)c4cccnc4)ccc3o2)cc1C	0	0
O=C(COc1ccc(Cl)cc1)NC1CCS(=O)(=O)C1 (stereo not drawn)	-1	9
Cc1ccc(SC[C@H](c2ccccc2)N2CCN(C)CCC2=O)cc1	4	-6
CN(C)c1cccc2c1c(NS(=O)(=O)c1cn(C)cn1)nn2C	/	0
COc1cccc2cc(C(=O)O)oc12	/	-3
CCOc1ccccc1C(=O)Nc1c2c(nn1-c1ccccc1C)CS(=O)C2 (stereo not drawn)	20	-4
O=Cc1ccc(OCc2cccc(F)c2)cc1	-30	-13
COc1ccc(CN2CCc3nc(SCc4ccccc4)[nH]c(=O)c3C2)cc1	16	-3
Cc1cccc(Cc2c(C)nc3nc(SCC(=O)NCCC(C)C)nn3c2C)c1	14	-3
Cc1nnc(Sc2cc(C(=O)NCCCN3CCC(C)CC3)c3ccccc3n2)s1	1	-16
c1cc(-c2noc(-c3cc4ccccc4[nH]3)n2)cc(-c2ccn[nH]2)c1	22	-1
O=C(NCc1ccncc1)C(=O)NCc1ccccn1	-6	2
COc1ccc(C(=O)NCc2ccccc2)cc1Br	-2	-3
COc1ccccc1NC(=O)Nc1nnc(CC(C)C)s1	1	-2
Cc1cc(F)ccc1NC(=O)c1cc2n(n1)C(C(F)(F)F)CC(c1ccco1)N2 (stereo not drawn)	-7	-5
CNC(=S)N1CCCC2=C[C@@H]3C[C@@H](CN4CCCC[C@H]34)[C@@H]21	-5	/
Cc1ccc(CNC(=O)c2c(C)noc2-c2ccc(C(C)(C)C)cc2)o1	25	4
S=C(NCc1csc2ccccc12)NCC1CC1	/	1
Cc1cccc(NC(=O)NCc2ccnc(N3CCSCC3)c2)c1	4	0
COc1ccc(CNC(=O)c2cccc([N+](=O)[O-])c2C)cc1	-10	-1
COc1cc(C(=O)Nc2c3c(nn2-c2ccccc2C)CSC3)cc(OC)c1OC	1	-5
Cn1nc(-c2ccc(N3CCOCC3)c(NC(=O)c3ccc(Cl)cc3)c2)c2ccccc2c1=O	2	-9
Cc1ccc(S(=O)(=O)N2CCN(C)C(c3ccccc3)C2)cc1 (stereo not drawn)	-3	2
CC(C)CNC(=O)c1cnc(-c2ccc(F)cc2)nc1N1CCOCC1	0	0
COc1ccc(-c2cc(-c3ccccc3)nc3nc4ccccc4c(=O)n23)cc1	24	0
Cc1ccc(C)n1-c1cc([N+](=O)[O-])ccc1N1CCN(C(=O)c2ccccc2)CC1	/	3&-15
O=C(COc1ccc2c(c1)C(=O)CC2)NCc1ccccn1	-5	-8
CC(Nc1ccc2oc(=O)ccc2c1)=C1C(=O)CC2C1C2(C)C (stereo not drawn)	/	-21
Cc1cc2c(SCC(=O)Nc3ccc(F)cc3)ncnc2s1	-5	-5
N#CCOc1ccc2c(c1)OC(=Cc1c(Cl)cccc1Cl)C2=O	12	-6
Cc1nccc(-c2cccc(NC(=O)c3nc4ccccc4s3)c2)n1	/	-12
O=C(c1cccc(-n2cnnn2)c1)N1CCN(c2ccc(-c3ccco3)nn2)CC1	10	14
Cc1ccc(Nc2ncnc(N)n2)cc1C	-4	0
CN(C(=O)c1coc(=O)c2ccccc12)c1cccc(C(F)(F)F)c1	-3	-3
Cc1ccc(CNS(=O)(=O)c2ccc(F)c(C(=O)Nc3cc(C)ccc3C)c2)cc1	-3	33
Cc1nnsc1C(=O)N1CCN(c2ccc(F)cc2)CC1	/	3
COc1ccc(OC)c(/C=C2\C=C(c3cc(OC)ccc3OC)OC2=O)c1	12	-8
COc1ccc(C2=NOC(C(=O)NC3CCCCC3)C2)cc1OC (stereo not drawn)	-4	-3
O=C(CSc1nc2[nH]c(=O)cc(O)c2s1)Nc1nncs1	2	/
COc1ccccc1C(=O)N1CCN(c2cccc(Cl)c2C)C(=O)C1C (stereo not drawn)	3	0
N#CC1=C(N)Oc2c(C=Nc3ccccc3)ccc(O)c2C1c1ccccc1[N+](=O)[O-] (stereo not drawn)	100*	-10
